# Growth percent in the NCI-60 one-dose screen (48 h, 10 µM unless noted): 100 = growth as untreated, 0 = no growth, -100 = all killed.
# NCI-H522: NCI-H522 lung cancer; 78,000 tested, 8% active
# A498: A498 renal cancer cells. 76,000 tested, 5.4% active. AID 1794774
# NCI/ADR-RES: NCI/ADR-RES ovarian cells; 81,000 tested, 4.4% active; AID 1794790
# NCI-H226: NCI-H226 lung cancer; 79,000 tested, 3.5% active; AID 1794732
# NCI-H460: NCI-H460 lung cancer; 82,000 tested, 6.8% active; AID 1794736
# NCI-H23: NCI-H23 lung cancer; 80,000 tested, 4% active; AID 1794731
# ACHN: ACHN renal cancer | 81,000 tested, 4.9% active | AID 1794771
# CAKI-1: CAKI-1 renal cancer. 75,000 tested, 4.7% active. AID 1794772
# RXF 393: RXF 393 renal cancer cells | 77,000 tested, 6.9% active | AID 1794773
# An asterisk follows results filed as active; nt = no result given; & = joins results of further samples. How the source made its calls: active means growth percent below 10; inactive means the rest.
# Preview:
SMILES,NCI-H522,A498,NCI/ADR-RES,NCI-H226,NCI-H460,NCI-H23,ACHN,CAKI-1,RXF 393
C=C(Br)C(C)N (stereo not given),83,104,99,118,106,99,94,98,123
O=C(NCCN1CCOCC1)c1cncnc1Nc1ccc2c(ccn2Cc2ccccn2)c1,84,101,104,95,103,102,107,92,134
CNC(=O)CCN1CCN(CC/C=C2\c3ccccc3Sc3ccc(Cl)cc32)CC1,85,75,98,121,93,91,94,94,22

# Main list, previewed entries included:
SMILES,NCI-H522,A498,NCI/ADR-RES,NCI-H226,NCI-H460,NCI-H23,ACHN,CAKI-1,RXF 393
C=C(Br)C(C)N (stereo not given),83,104,99,118,106,99,94,98,123
O=C(NCCN1CCOCC1)c1cncnc1Nc1ccc2c(ccn2Cc2ccccn2)c1,84,101,104,95,103,102,107,92,134
CNC(=O)CCN1CCN(CC/C=C2\c3ccccc3Sc3ccc(Cl)cc32)CC1,85,75,98,121,93,91,94,94,22
CCCCNC(=O)Oc1ccc(/C(=C(/CC)Cc2ccccc2)c2ccc(OCCN3CCCCCC3)cc2)cc1,30,72,54,83,-60*,57,66,72,17
O=C(C[n+]1cc(Br)cc(Br)c1)c1ccc2c(c1)CCCC2,75,111,104,99,103,97,107,nt,114
Cc1[nH]n(-c2ccccc2)c(=O)c1C1CCC(=O)N1 (stereo not given),81,101,100,95,106,99,106,nt,99
N#CC1C(=O)NN=C(N)C12CCCC2 (stereo not given),92,125,98,90,119,97,99,87,91
C=C(C)[C@@H]1CC[C@]2(C(=O)NC3CCCCC3)CC[C@]3(C)[C@H](CC[C@@H]4[C@@]5(C)CCC(=O)C(C)(C)[C@@H]5CC[C@]43C)[C@@H]12,87,83,104,75,98,89,100,77,98
Cc1cc(C(=O)c2ccccc2)cc(C)c1O,104,98,104,99,110,98,100,nt,116
CCOC(=O)/C(C#N)=C/c1cccc2ccc3ccccc3c12,65,83,104,93,104,101,85,96,120

# The last six compounds of the section above open the next one:
SMILES,NCI-H522,A498,NCI/ADR-RES,NCI-H226,NCI-H460,NCI-H23,ACHN,CAKI-1,RXF 393
O=C(C[n+]1cc(Br)cc(Br)c1)c1ccc2c(c1)CCCC2,75,111,104,99,103,97,107,nt,114
Cc1[nH]n(-c2ccccc2)c(=O)c1C1CCC(=O)N1 (stereo not given),81,101,100,95,106,99,106,nt,99
N#CC1C(=O)NN=C(N)C12CCCC2 (stereo not given),92,125,98,90,119,97,99,87,91
C=C(C)[C@@H]1CC[C@]2(C(=O)NC3CCCCC3)CC[C@]3(C)[C@H](CC[C@@H]4[C@@]5(C)CCC(=O)C(C)(C)[C@@H]5CC[C@]43C)[C@@H]12,87,83,104,75,98,89,100,77,98
Cc1cc(C(=O)c2ccccc2)cc(C)c1O,104,98,104,99,110,98,100,nt,116
CCOC(=O)/C(C#N)=C/c1cccc2ccc3ccccc3c12,65,83,104,93,104,101,85,96,120
O=C(CCCCC[P+](c1ccccc1)(c1ccccc1)c1ccccc1)NC(COC(=O)C(Cl)Cl)(COC(=O)C(Cl)Cl)COC(=O)C(Cl)Cl,126,90,114,102,106,108,113,107,101
CCOP(=O)(OCC)c1nc(-c2ccccc2)oc1NCc1ccc(F)cc1,94,98,101,104,107,107,103,90,111
CCCN1CCC(=O)NC1=S,125&111,131,114&105,105&101,110&118,108&116,106&106,103&87,104&106
COc1ccc(C2CC(c3ccc4c(c3)OCO4)=Nc3c(N)nc(N)nc3N2)cc1 (stereo not given),86,83,89,81,97,93,94,65,99
C1=Cc2ccccc2N(c2nnc(-c3ccc4ccccc4c3)o2)c2ccccc21,76,100,88,79,75,88,89,67,90
Cc1ccc(S(=O)(=O)N/N=C2/CCc3ccccc32)cc1,95,99,103,97,103,92,96,85,109
O=C1c2ccccc2CCCC1Br (stereo not given),86,110,105,89,113,nt,104,97,105
O=C(CSc1nnc(-c2ccc(Cl)cc2)n1-c1ccccc1)Nc1ccccc1F,67,97,53,64,61,52,65,82,57
CCOC(=O)c1ccc(-n2nc(C(=O)NCCC(=O)O)nc2-c2ccccc2)cc1,101,95,106,nt,103,99,101,92,nt
Nc1nc(C(=O)O)c(N)c(=O)[nH]1,102,122,104,101,110,107,103,96,119
CC(=O)Nc1ccc(/C=C2\SC(=S)N(C=C(C#N)C#N)C2=O)cc1,73,97,98,102,102,90,93,100,112
CCOC(=O)C(=O)NC1CC=CCC1c1ccc2c(c1)OCO2 (stereo not given),90,109,98,104,114,99,99,99,111
Cc1ccc(/C=C/C2=NN(c3ccc(S(N)(=O)=O)cc3)C(c3ccc(C)s3)C2)s1 (stereo not given),70,97,81,97,81,85,88,nt,106
COc1nc(Nc2ccc(C(C)C)cc2)nc(OC)n1,86,107,78,97,101,90,114,93,109
CCn1cc(C(=O)NN=C2CCCCC2)c(=O)c2ccc(C)nc21,96,78,96,89,96,94,91,88,106
Cc1cccc2c(Cn3cc(Cn4cnc5c4c(=O)n(C)c(=O)n5C)nn3)cc(=O)[nH]c12,101,108,101,nt,113,96,102,96,119
CC(=O)NC(C)(C)C1(C)CCC(=O)N1 (stereo not given),90,121,96,95,108,89,104,97,116
COc1ccc2nc3c(cc2c1)CSc1nnc(-c2ccc[nH]c2=S)n1N3,87,88,99,96,107,101,97,87,nt
Brc1ccc(/C=C(/C2=NCCN2)n2cnc3ccccc32)cc1,99,nt,94,87,99,90,92,76,65
OCCSc1ncnc2nc[nH]c12,93,nt,107,114,112,108,112,101,116
N#CC1=C(N)Oc2c(ccc3ccccc23)C1c1c[nH]c2ccccc12 (stereo not given),88,nt,99,64,95,89,92,70,100
C1CCC23CCCCC2(C1)O3 (stereo not given),88,88,nt,121,112,103,110,99,111
O=C(C[n+]1ccccc1Cl)c1ccccc1,94,81,104,91,107,102,108,nt,102
CCOC(=O)C(CCc1ccccc1)C(C)=O (stereo not given),91,110&108,94&98,91&102,108&106,92&94,101&99,93&110,99&115
CCOC(=O)CSc1nc2ccccc2[nH]1,84,116,96,94,102,93,103,103,nt
Cn1cc(-c2csc(-c3cn(CCN)c4ccc(F)cc34)n2)c2cccnc21,81,82,78,80,23,72,61,nt,83
COC(=O)c1ccccc1NC(=S)Nc1ccc(S(=O)(=O)Nc2ccc(Cl)nn2)cc1,98,99,100,98,108,99,102,94,nt
Cc1cc(N=Nc2cc(S(=O)(=O)O)c(N)cc2N)ccc1N=Nc1ccc2cc(S(=O)(=O)O)cc(S(=O)(=O)O)c2c1,112,115,105,109,105,107,112,99,123
O=C1CCC(=O)N1CC1CC2CCC1C2 (stereo not given),95&92,103&119,104&110,92&96,102&107,102&93,92&100,91&67,106&105
COc1cc(OCc2ccccc2)c(OC)c(OCc2ccccc2)c1,nt,nt,88,93,100,85,91,85,109
Nc1[nH]nc2ncn3c4ccccc4nc3c12,90,107,106,97,105,103,97,88,103
COc1ccc(/C=N/c2n[nH]c(-c3ccc(OC)cc3)n2)cc1,89,88,101,97,79,93,nt,nt,110
CNC(=O)Sc1ccc(C)c(N(C)C)c1,nt,111,108,104,107,105,96,116,105
C[C@@H]1CC[C@@H]2[C@@H](C1)Oc1cc(O)ccc1C2(C)C,73,106,100,104,109,96,102,94,103
CC12OC1C(=O)c1ccccc1C2=O (stereo not given),87,79,97,97,100,92,89,105,109
CCCCN(CCCC)CCNc1ccc(C)c2sc3cc(C)ccc3c(=O)c12,80,85,94,96,94,94,88,nt,113
CC/C(=C/c1ccc(OC)cc1O)c1ccc2ccc(OC)cc2[o+]1,90,102,92,89,100,94,91,76,97
CN(C)/C=N/C1=NNC(C)(c2ccccc2O)N1C(Cc1c[nH]c2ccccc12)C(=O)O (stereo not given),72,85,99,83,94,85,86,101,96
COc1cc(C2CC(=O)Nc3c2cnn3Cc2ccco2)cc2c1OCCO2 (stereo not given),44,64,89,92,77,97,93,97,62
C#CCOc1ccc(/C=N/Nc2nc(-c3cc4cc(OC)ccc4oc3=O)cs2)cc1OC,42,79,51,14,8.6*,nt,40,39,-89*
COc1ccc2cc(C#Cc3ccc(-n4c(/C=C/c5cc(C)c(O)c(C)c5)nc5ccccc5c4=O)c(C)c3)ccc2c1,nt,151,107,95,118,100,105,108,107
CCOC(=O)c1cc(C(=O)c2ccc(Br)cc2)n2c1ccc1ccccc12,87,95,94,98,101,99,96,90,111
Cc1cccnc1NC1OC(=O)c2ccccc21 (stereo not given),89,95,103,99,105,100,103,100,118
O=C1CCSC2=NCCN12,91,81,105,106,110,107,107,93,108
CS(=O)(=O)c1ccc(C(=O)N/N=C/c2cccc3ccccc23)cc1,4.5*,69,73,84,67,90,99,67,99
CC(C)COC(=O)NC1c2ccccc2Oc2ccccc21,73,81,102,102,95,105,99,74,132
Cc1ccc(C2CC(c3ccccc3)=NN2c2nc(-c3cc4ccccc4oc3=O)cs2)cc1 (stereo not given),93,136,107,92,105,90,101,87,nt
O=C(Nc1ccc(N2CCOCC2)cc1)c1cncnc1Nc1ccc2c(ccn2Cc2ccccn2)c1,78,73,85,96,97,105,100,80,50
CC(C)(C)CC(C)(C)n1nnnc1N,88,110,106,nt,109,102,104,86,105
C=C(C)[C@@H]1CC[C@]2(C(=O)NCCCCNC(=O)C(Cl)Cl)CC[C@]3(C)[C@H](CC[C@@H]4[C@@]5(C)CC[C@H](OC(C)=O)C(C)(C)[C@@H]5CC[C@]43C)[C@@H]12,71,88,78,77,34,83,48,52,79

# Some of the entries above, set out differently:
> O=C1CCSC2=NCCN12
  NCI-H522 = 91
  A498 = 81
  NCI/ADR-RES = 105
  NCI-H226 = 106
  NCI-H460 = 110
  NCI-H23 = 107
  ACHN = 107
  CAKI-1 = 93
  RXF 393 = 108

> CC(C)COC(=O)NC1c2ccccc2Oc2ccccc21
  NCI-H522 = 73
  A498 = 81
  NCI/ADR-RES = 102
  NCI-H226 = 102
  NCI-H460 = 95
  NCI-H23 = 105
  ACHN = 99
  CAKI-1 = 74
  RXF 393 = 132

# Carrying on.
SMILES,NCI-H522,A498,NCI/ADR-RES,NCI-H226,NCI-H460,NCI-H23,ACHN,CAKI-1,RXF 393
O=C(CCN1CCCCC1)c1ccc(-c2ccccc2)cc1,96,95,105,98,103,104,116,103,106
COC(=O)C12C3C(=O)N(c4ccc(OC)cc4)C(=O)C3C(c3cn(-c4ccccc4)nc3C)N1[C@H](c1cn(-c3ccccc3)nc1C)[C@@H]1C(=O)N(c3ccc(OC)cc3)C(=O)[C@@H]12 (stereo not given in full),91,89,97,100,100,103,101,92,102
O=C(O)c1cccc(F)c1,99,111,102,102,nt,99,102,105,122
CCCN1CC(c2ccc(OC)c(OC)c2)=C(c2cn(C)c3ccccc23)C1=O,nt,52,65,nt,24,98,59,66,86
CC(=C(C#N)C#N)c1ccc(F)cc1,94,83,109,99,100,100,101,96,106
COc1cc(NC(=O)c2cc(-c3ccc(F)cc3F)ccc2O)cc(OC)c1OC,7.1*,-1.5*,41,51,22,26,56,31,76
NNC(=O)C1CC(O)Cc2cc(Cl)ccc2N1 (stereo not given),86,99,109,94,111,103,112,105,107
NC(=S)N/N=C(\c1ccc(Br)cc1)C1CC1,99,100,58&74,88&97,102&104,88&94,93&96,81&84,98&122
COc1ccc(C=Nc2ccccc2O)cc1,77,96,87,99,99,81,79,91,135
O=C(CCc1ccc(O)cc1)N/N=C/c1ccc2c(c1)OCO2,107,93,87,103,108,97,68,69,122
CCN(CC)CCNc1nc(NN2C(=O)c3cccc4cccc(c34)C2=O)nc(N2CCOCC2)n1,94,65,102,92,101,96,101,97,114
COc1ccc2[nH]cc(-c3nn4cc(-c5ccncc5)nc4s3)c2c1,51,69,49,76,51,70,58,57,96
C=CCn1c(-c2cc3ccc2CCc2ccc(cc2)CC3)n[nH]c1=S,86,94,97,101,99,97,99,84,114
COc1nc2c(c(=O)n1C)CN(c1ccccc1)C(C)=N2,91,127,115,109,110,101,101,102,113
O=C(Cn1cc(CN2C(=O)c3ccccc3S2(=O)=O)nn1)N1CCN(c2ccccc2)CC1,92,97,105,97,101,102,106,94,102
C=C(C)[C@@H]1CC[C@]2(C)[C@H](CC=C3[C@@H]4[C@@H](C)[C@H](C)CC[C@]4(C=O)CC[C@]32C)[C@@]1(C)CCCN,100,86,102,96,95,94,104,105,105
Cc1c([N+](=O)[O-])cc(C(=O)Cl)cc1[N+](=O)[O-],67,102,101,103,102,110,96,102,108
Cc1ccc(-n2ncc3c(=O)n(-c4cccc(C)c4)c(=O)[nH]c32)cc1,101,102,nt,94,105,95,100,104,107
O=C(Nc1ccc(NC(=O)c2ccccc2)cc1)c1ccccc1,109,92,109,103,99,101,107,114,114
COCC(O)Cn1ccnc1N=Nc1ccccc1 (stereo not given),nt,115,106,102,106,106,105,102,118
CCCCCc1ccc(C2=C(Br)C(=O)c3nc(C)ccc3C2=O)cc1,17,105,89,82,58,79,82,80,98
Cc1ccc(CSCc2ccc(C(=O)NC3CC3)o2)cc1,44,53,64,105,52,82,63,65,93
CCOC(=O)/C=C(C)/C=C/c1ccccc1,98,91,97,98,103,100,101,85,101
O=C1NC(=S)S/C1=C/c1cn(-c2ccccc2)nc1-c1ccc(Cl)cc1,66,90,70,91,71,76,85,80,101
Cc1[nH]ccc2cc3nc4ccccc4c3cc12,nt,5.0*,25,27,8.6*,39,15,52,17
N#Cc1ncc(-c2ccc(C(F)(F)F)cc2)c(NCCCC(F)(F)C(F)(F)C(F)(F)C(F)(F)C(F)(F)C(F)(F)C(F)(F)C(F)(F)F)n1,93,95,95,110,103,103,104,93,116
COc1ccc(NC(=O)c2ccc(NC3=C(c4ccc(OC)cc4)C(=O)N(C)C3=O)cc2)cc1,49,100,94,102,104,87,97,89,103

# Source: PubChem BioAssay
